# Source: PubChem
# Apaf-1 inh: human Apaf-1 inhibition; inhibition, % at 20 µM; reconstituted apoptosome caspase-3 activity, DEVD-Rh110 fluorescence; 330,000 compounds, 0.71% hits; O14727; active = inhibition of at least 40% at 20 µM;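 note: plate controls were DMSO wells for no effect and DEVD-CHO caspase inhibitor wells for full effect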
# Target sequence (O14727 whole entry, looked up): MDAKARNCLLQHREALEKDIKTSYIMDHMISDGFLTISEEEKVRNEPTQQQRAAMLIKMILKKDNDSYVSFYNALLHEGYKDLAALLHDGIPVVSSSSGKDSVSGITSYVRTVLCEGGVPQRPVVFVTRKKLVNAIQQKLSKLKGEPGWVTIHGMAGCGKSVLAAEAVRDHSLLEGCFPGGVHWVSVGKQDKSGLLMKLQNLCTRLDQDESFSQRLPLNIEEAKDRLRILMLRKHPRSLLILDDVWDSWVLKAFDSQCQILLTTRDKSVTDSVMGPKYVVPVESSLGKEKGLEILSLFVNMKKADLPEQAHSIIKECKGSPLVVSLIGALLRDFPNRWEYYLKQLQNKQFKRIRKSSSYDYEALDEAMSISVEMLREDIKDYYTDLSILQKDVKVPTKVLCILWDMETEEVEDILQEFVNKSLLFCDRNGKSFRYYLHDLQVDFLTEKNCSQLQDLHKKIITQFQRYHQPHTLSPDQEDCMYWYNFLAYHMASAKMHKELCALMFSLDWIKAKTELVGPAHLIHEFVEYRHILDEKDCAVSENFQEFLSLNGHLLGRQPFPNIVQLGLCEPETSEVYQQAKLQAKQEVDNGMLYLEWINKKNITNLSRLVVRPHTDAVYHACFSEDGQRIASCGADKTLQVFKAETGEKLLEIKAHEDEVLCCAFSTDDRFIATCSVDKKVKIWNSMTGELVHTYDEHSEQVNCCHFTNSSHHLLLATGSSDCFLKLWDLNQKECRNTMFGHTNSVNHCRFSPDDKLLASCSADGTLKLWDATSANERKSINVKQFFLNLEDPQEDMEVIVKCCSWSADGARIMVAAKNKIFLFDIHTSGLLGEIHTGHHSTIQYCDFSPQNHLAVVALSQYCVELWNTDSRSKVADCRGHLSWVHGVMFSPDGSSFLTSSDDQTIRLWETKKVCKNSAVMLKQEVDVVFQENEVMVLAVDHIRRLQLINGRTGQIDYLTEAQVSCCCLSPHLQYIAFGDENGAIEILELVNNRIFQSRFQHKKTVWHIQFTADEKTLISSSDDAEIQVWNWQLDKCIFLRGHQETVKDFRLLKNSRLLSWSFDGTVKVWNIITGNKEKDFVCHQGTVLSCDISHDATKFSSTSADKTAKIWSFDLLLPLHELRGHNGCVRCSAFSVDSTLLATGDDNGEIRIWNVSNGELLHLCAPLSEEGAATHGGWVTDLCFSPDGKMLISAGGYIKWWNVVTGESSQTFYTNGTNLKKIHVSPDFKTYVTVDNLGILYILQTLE
#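 Material: cell-free apoptosome with Apaf-1, procaspase-3 and caspase-9; Buffer or medium: Hepes pH 7.5 with detergent and BSA; Reagent: cytochrome c trigger plus (Z-DEVD)2-Rh110 caspase-3 substrate; Times: compound with Apaf-1, dATP, procaspase-3 30 min, then 50 min reaction, room temperature; Technique: Rh110 fluorescence intensity.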
# ATG4B inh: ATG4B (human) cysteine protease inhibition; Q9Y4P1; ATG4B cleavage of LC3-PLA2, NBD-HPC fluorescence, 1 h; inhibition, % at 8.33 µM; 340,000 compounds, 0.51% hits; in the data active = inhibition above about 40%
# hIAP activ: increases human intestinal alkaline phosphatase activity | purified human IAP, CDP-Star luminescence, 30 min; stronger effect = higher value; 1 = vehicle-only enzyme, 0 = enzyme-free background | activation factor at 10 µM | 330,000 compounds, 0.16% hits | AID 2524;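 active = activation factor of the enzyme at least 2-fold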; note: the source names both 10 and 20 µM as test concentration; values of inactives mirror those of a sister screen read the other way
# tim10-1 inh: growth inhibitors of tim10-1 mutant yeast; AID 463190; S. cerevisiae tim10-1 ts strain growth, BacTiter-Glo, 24 h; 330,000 compounds, 2.2% hits; inhibition, % at 20 µM;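 active = inhibition of at least 40%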;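 note: mutant grown at 25 °C; 0% = DMSO wells with yeast and 100% = wells holding no yeast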
# TIM10 inh: inhibits growth of TIM10 yeast strain; inhibition, % at 10 µM; S. cerevisiae TIM10 strain growth, BacTiter-Glo luminescence, 24 h; 330,000 compounds, 1.4% hits;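 active = inhibition of 40% or more at the single tested concentration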;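 note: wild-type TIM10 isogenic control strain grown at permissive 25 °C; 0% = DMSO yeast wells and 100% = minimal medium wells without yeast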
# NALP3 yeast inh: NALP3 inhibition in yeast. Yeast reconstituted NLRP3/ASC/caspase-1, beta-gal luminescence, 24 h. inhibition, % at 10 µM. 330,000 compounds, 0.39% hits;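 active = inhibition of 50% or more; inactive = inhibition below 50%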;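 note: plate controls were induced DMSO wells for no effect and uninduced yeast grown without galactose for full effect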
# mIAP act: mouse IAP activation | muIAP, CDP-Star luminescence, 30 min; stronger effect = higher value; 1 = vehicle-only enzyme signal, 0 = enzyme-free wells | activation factor at 10 µM | 330,000 compounds, 0.24% hits | AID 2805;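 active = activation factor of at least 2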; note: the source names both 10 and 20 µM as test concentration; values of inactives mirror those of a sister screen read the other way
#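 System: Mouse IAP enzyme | Also added: CDP-Star substrate | Dosing: Compounds dispensed in DMSO | Schedule: 30 min enzyme-substrate-compound incubation at room temperature | Technique: Chemiluminescence readout | Control set: DMSO-only wells and no-enzyme negative control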
# hIAP inh: blocks human intestinal alkaline phosphatase. P09923. purified IAP, CDP-Star luminescence, 30 min. inhibition, % at 10 µM. 330,000 compounds, 0.12% hits. AID 2544;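 active = inhibition reaching a set limit with compound at 10 µM in the primary screen, cut at about 35% in these data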;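 note: plate controls were DMSO wells with enzyme for no effect and no-enzyme buffer wells for full effect; values of inactives mirror those of a sister screen read the other way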
# mIAP inh: blocks mouse intestinal alkaline phosphatase; purified mouse IAP, CDP-Star luminescence, 30 min; inhibition, % at 10 µM; 330,000 compounds, 0.2% hits;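 active = inhibition of at least 40% at 10 µM in the primary screen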;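 note: plate controls were DMSO with enzyme for no effect and no enzyme wells for full effect; values of inactives mirror those of a sister screen read the other way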
# * hit, by the source's call; & = joins results of further samples.
Structure,Apaf-1 inh,ATG4B inh,hIAP activ,tim10-1 inh,TIM10 inh,NALP3 yeast inh,mIAP act,hIAP inh,mIAP inh
O=C(NC1CCCC1)C(c1cccs1)N(CC1CCCO1)C(=O)Cc1cccs1 (centres undefined),-1.6,6.0,0.988,24.0,19.9,0.9,0.983,1.2,1.7
Cc1ccc(C)c(NC(=O)CN(C)C(=O)c2ccc(S(=O)(=O)N(C)c3ccccc3)cc2)c1,2.9,-9.8,1.09,-1.0,5.3,16.3,1.05,-8.8,-5.2
COc1ccc(NC(=O)C2CCN(C(=O)Nc3ccccc3)CC2)cc1S(=O)(=O)N(C)C,8.5,-11.8,0.94,-3.9,3.8,0.7,1.12,6.0,-11.9
CCOC(=O)C1CCCN(C(=O)Cn2c(=O)c3cccn3c3cccnc32)C1 (centres undefined),-2.1,-4.9,0.991,20.4,-1.1,11.8,0.853,0.9,14.7
CSCCC(NS(=O)(=O)c1cc(C(=O)O)ccc1Cl)C(=O)O (centres undefined),7.3,0.1,1.01,5.5,-7.9,18.4,1.08,-1.0,-8.1
COc1ccc2nc(NC(=O)C3CCCN3S(=O)(=O)c3ccc(C)cc3)sc2c1 (centres undefined),14.3,4.2,1.01,12.4,-12.1,24.9,1.02,-1.0,-1.9
COc1cccc(OCC(=O)NC2CCCCC2)c1,-19.0,-6.7,0.954,19.9,19.3,20.7,1.06,4.6,-6.4
COC(=O)CCC(=O)OC1(C)C(=O)C=C2C=C(C3CC3)N(C3CC3)C=C2C1=O (centres undefined),53.6*,-6.3,1,-11.7,-2.3,12.5,1.06,-0.4,-5.7
CC(C)(C)OC(=O)N1CCCN(C(=O)Nc2ccc(C(F)(F)F)cc2)CC1,7.0,9.9,1.02,21.8,1.4,11.8,1.04,-1.8,-3.6
CCn1cc(C(=O)O)c(=O)c2cc(F)c(N3CCN(C(=O)Nc4ccccc4)CC3)cc21,-11.3,1.1,0.833,6.2,8.7,5.0,0.963,16.7,3.7
O=C(NCCc1ccc(Cl)cc1)C1CCN(S(=O)(=O)N2CCCC2)CC1,-5.7,-3.4,1.02,-3.2,1.2,12.7,1,-2.5,-0.2
CCCCc1nnc(NC(=O)C=C(C)C)s1,1.2,-0.3,1.06,10.1,6.9,0.3,1.06,-6.1,-6.3
COc1ccccc1C(=O)NNC(=O)C(=O)N1CCCCC1,-3.4,-0.6,1.14,2.1,0.2,6.1,0.966,-14.4,3.4
COc1cccc(NC(=O)c2nn(C34CC5CC(CC(C5)C3)C4)cc2[N+](=O)[O-])c1,4.8,-4.2,0.918,33.2,37.0,6.8,0.631,8.2,36.9
Cc1cc(O)c(/C=N/OCc2ccc(Cl)cc2Cl)c(=O)o1,-1.8,2.9,1.12,8.2,19.4,-5.8,1,-11.9,-0.5
COc1ccc(C2=Nn3c([n+](C)c4ccccc43)SC2)cc1,10.9,-4.5,0.899,-0.2,33.9,13.1,0.899,10.1,10.1
COCCCNC(=O)c1cccn2c(=O)c3cc4ccccc4cc3nc12,-1.7,-40.9,1.03,22.3,17.2,5.7,0.91,-3.2,9.0
CC(=O)c1ccc(NC(=S)N2CCCC2)cc1,4.0,-9.1,1.18,-4.0,0.2,9.2,1.01,-18.0,-0.6
CC1CCCN1CC#CC(O)(c1ccccc1)c1ccccc1 (centres undefined),3.6,-3.2,1.1,-11.5,-23.5,-8.0,1.15,-9.6,-14.7
COc1ccc(S(=O)(=O)Nc2cccc(-n3cnnn3)c2)cc1OC,8.1,-2.6,0.867,13.8,11.0,9.6,0.973,13.3,2.7

# Next part:
Structure,Apaf-1 inh,ATG4B inh,hIAP activ,tim10-1 inh,TIM10 inh,NALP3 yeast inh,mIAP act,hIAP inh,mIAP inh
Cc1ccc(/C(O)=C/c2nc3ccccc3oc2=O)cc1,-11.8,5.7,0.957,-30.0,-5.0,43.2,0.971,4.3,2.9
CCOCC(=O)Nc1cc(C(=O)Nc2cccc(C)c2C)ccc1Cl,-3.6,-4.0,1.07,5.6,2.2,24.6,1.11,-6.9,-10.7
Cc1cccc(NS(=O)(=O)c2ccc(C)c(C(=O)NCc3ccncc3)c2)c1,6.2,-1.4,0.962,-4.7,2.9,2.9,1.01,3.8,-1.0
CCOc1ccc2oc(C(=O)OCC(=O)NC(=O)NC)c(C)c2c1,-13.6,-5.3,0.916,-0.1,9.7,-7.1,1.02,8.4,-2.5
O=C(O)c1ccc(SCc2cnc(Cl)s2)cc1,19.2,-5.2,0.853,6.7,1.3,-3.5,0.976,14.7,2.4
Cc1ccccc1NC(=S)NC1(C)CCS(=O)(=O)C1 (centres undefined),16.0,-9.7,1.02,10.9,-15.6,-3.7,1.12,-1.6,-12.1
O=C(CN(C(=O)CCC(=O)Nc1nccs1)c1ccc(F)cc1)NCc1ccc(F)cc1,4.9,5.4,1.02,-3.6,-11.1,11.9,1.1,-2.5,-9.6
O=C(CSc1ncccn1)Nc1ccc(N2CCOCC2)cc1,-3.2,-4.3,1.14,-10.7,-1.6,-3.4,0.921,-14.1,7.9
CCN(C[C@H]1N[C@@](CC)(C(=O)OC)[C@H]2C(=O)N(Cc3ccccc3)C(=O)[C@@H]12)S(=O)(=O)c1ccc(F)cc1,20.8,-4.4,0.929,15.5,10.5,18.7,1,7.1,-0.2
Cc1ccccc1NC(=S)NC1CCCC1,-2.4,3.0,1.03,5.3,-7.5,15.6,1.07,-2.8,-7.2
Cc1ccccc1C(=O)Oc1cccc(Nc2ncnc3ccccc23)c1,21.9,28.8,0.897,37.9,8.4,26.2,1.03,10.3,-3.5
Cc1ccc2c(c1)C1CC(C)(O2)N(c2cccc(C(=O)NC3CCN(Cc4ccccc4)CC3)c2)C(=O)N1 (centres undefined),-9.3,-10.4,0.945,-5.9,0.0,1.2,0.977,5.5,2.3
O=C(OCc1cccc(F)c1)c1ccc2c(=O)n3c(nc2c1)CCC3,12.6,4.6,0.879,8.3,13.3,0.2,0.989,12.1,1.1
O=C(NC(=O)N1CCCCCC1)c1ccccc1,2.1,3.6,0.968,1.6,2.6,17.0,1.04,3.2,-4.1
C[C@@H]1NC(=O)N[C@@H]1CCCCCC(=O)O,-2.3,-6.5,0.968,7.8,-3.2,8.7,1.04,3.2,-3.7
Cc1cc(C)n(-c2nnc(N3CCN(c4ccc(F)cc4)CC3)nn2)n1,12.8,-4.3,0.846,-3.1,1.9,18.2,0.925,15.4,7.5
CCOC(=O)C1(Cc2cccc(F)c2)CCN(C(=O)Cc2cccnc2)CC1,-2.7,7.1,0.876,16.9,-6.4,-10.2,1.04,12.4,-4.5
CCOc1ccc(/C=C(\C#N)C(=O)NCC2CCCO2)cc1OCC (centres undefined),5.9,-10.1,0.92,16.9,2.9,3.8,1.02,8.0,-2.3
CCc1cccc(NC(=O)CCC(=O)N2CCSc3ccccc32)c1,6.2,12.9,0.895,27.7,4.1,30.1,0.963,10.5,3.7
Cc1cccc([N+](=O)[O-])c1NC(=O)CSc1nnc2ccccn12,-3.5,4.9,1.05,8.0,1.4,21.1,0.975,-4.7,2.5

# Brought forward from above: two compounds, then new ones.
Structure,Apaf-1 inh,ATG4B inh,hIAP activ,tim10-1 inh,TIM10 inh,NALP3 yeast inh,mIAP act,hIAP inh,mIAP inh
CCc1cccc(NC(=O)CCC(=O)N2CCSc3ccccc32)c1,6.2,12.9,0.895,27.7,4.1,30.1,0.963,10.5,3.7
Cc1cccc([N+](=O)[O-])c1NC(=O)CSc1nnc2ccccn12,-3.5,4.9,1.05,8.0,1.4,21.1,0.975,-4.7,2.5
Cc1ccc(CN2CCC(n3nccc3NC(=O)C3CCOC3)CC2)cc1C (centres undefined),6.9,1.4,1.19,5.0,-1.3,16.0,0.943,-19.3,5.7
CCOC(=O)c1c(NC(=O)Cn2cnc([N+](=O)[O-])n2)sc(C)c1C,10.1,0.1,0.891,7.9,18.9,25.3,0.89,10.9,11.0
CC(=Nc1cc(C(=O)c2ccccc2)ccc1N)C1=C(O)CC(C)(C)CC1=O,9.4,-8.3,1.06,1.4,-0.6,-3.0,0.99,-5.6,1.0
O=C(NC1CC2CCCC(C1)N2C(=O)NCc1ccccc1)C1CC1 (centres undefined),-6.0,-11.0,0.935,8.5,-6.8,-1.3,1.06,6.5,-5.8
Cc1cc2c(c(=O)n1CCN(C)C)C(c1ccccc1Br)C(C#N)=C(N)O2 (centres undefined),-7.5,-0.3,1.14,-15.6,-2.2,7.5,0.998,-13.7,0.2
O=[N+]([O-])c1ccc2nc(C3CCCCC3)[nH]c2c1,-2.1,-1.3,0.897,14.5,7.3,8.6,0.907,10.3,9.3
COc1cc(/C=C/C(=O)OCC(=O)NCCc2ccccc2)cc(OC)c1OC,5.0,5.1,0.867,25.8,3.6,17.8,0.993,13.3,0.7
O=C1C(=Cc2ccco2)C(=O)c2ccccc21,44.4*,-2.6,0.895,8.4,-2.9,-15.4,0.881,10.5,11.9
CCC(C)NC(=O)CNS(=O)(=O)c1ccc(C)cc1 (centres undefined),1.5,2.4,0.911,7.8,4.3,2.1,1,8.9,-0.1
COc1ccc(NC(=O)CSc2nc(C)cs2)c([N+](=O)[O-])c1,-9.3,-11.6,0.946,-14.6,-7.9,17.0,0.973,5.4,2.7
COc1ccc(CCC(=O)NCc2ccccc2Cl)cc1OC,1.8,-10.4,0.992,4.7,-1.2,9.0,1.02,0.8,-1.8
O=C1CCSc2ccc(Cl)cc2N1Cc1ccccc1,0.2,1.1,1.3,17.9,6.1,-8.4,1.17,-29.7,-17.1
Cc1nc2ccccc2c2oc(C(=O)N3CCC(N4CCCCC4)CC3)cc12,24.9,-14.1,0.746,14.1,-5.2,0.9,1.01,25.4,-0.7
CCn1cc(CNc2nc3nonc3nc2N2CCCCC2)cn1,-2.2,-7.4,1.05,8.9,-13.1,-2.6,0.989,-4.9,1.1
COc1ccc(/C=C/C(=O)c2ccc(Cl)s2)cc1O,-0.7,-10.1,0.915,53.0*,68.1*,54.0*,0.94,8.5,6.0
Cc1ccc(NC(=O)CCCCCNS(=O)(=O)c2ccc(C)cc2)cc1,9.7,-7.8,1.05,0.8,-9.2,5.7,1.01,-5.0,-0.8
Cc1ccc(NC(=O)NCCCCc2ccccc2)cc1,1.7,-4.4,1.08,0.2,-2.8,26.9,1.62,-7.9,-62.1
CCc1cc(C(c2ccccc2OC)N2CCOCC2)c(NC(=O)c2ccccc2)s1 (centres undefined),19.6,7.6,1.03,22.4,29.4,15.2,0.947,-3.3,5.3
CCOCCCNC(=O)c1cn(CC)c2ccc(S(=O)(=O)N(C)C3CCCCC3)cc2c1=O,4.5,-7.7,1.07,16.1,-8.9,14.1,0.988,-7.5,1.2
COc1cccc(NC(=O)CN2C(=O)NC(C)(c3ccc(C)cc3)C2=O)c1 (centres undefined),6.7,-0.3,0.87,14.7,-4.7,-1.5,1.13,13.0,-13.4
O=C(COc1ccc(-c2ccccc2)cc1)N1CCN(C(=O)c2cccs2)CC1,12.4,-19.5,1.03,35.1,31.2,18.2,0.957,-3.5,4.3
CC(C)[C@H](N)C(=O)OCCOCn1cnc2c(=O)[nH]c(N)nc21,-4.7,-0.9&2.9,0.819,1.3,0.4,11.2,0.985,7.8,4.2

# This is a random part of the collection, and some 4.5% of all compounds hit somewhere here.
